Source: PubChem (several laboratories)
CSN inh: CSN deneddylation inhibition; Q92905; Purified CSN, SCF-Nedd8-OG deneddylation, fluorescence polarization; inhibition, % at 12.5 µM; 360,000 compounds, 0.38% hits;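 active = pattern-corrected inhibition above about 35%, with an unprinted fluorescence ratio check between 0.5 and 1.5, limit read from the data, passing the limit was not always enough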;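 note: 0% = enzyme with substrate and 100% = substrate without enzyme; some results filed as inactive read as strong as hits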
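Material: human Csn5 produced in HEK293T cells; Input: enzyme 0.24 nM; Reagent: SCFSkp2-Nedd8OG substrate at 10 nM final; Dosing: 12.5 µM compound; Incubation: 90 min reaction at room temperature; Detection: fluorescence polarization of the substrate; Evaluation: % inhibition of substrate cleavage by Csn5; Control set: substrate-only high control, full reaction low control.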
FAS-TE inh: inhibitors of human fatty acid synthase thioesterase domain; P49327; recombinant FAS-TE, OMFH fluorogenic substrate, fluorescence endpoint; inhibition, % at 15 µM; 360,000 compounds, 0.67% hits; AID 602261;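 active = compounds whose normalised, plate-corrected inhibition of enzyme fluorescence in the single-dose primary screen is 50% or more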;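 note: 0% = DMSO with enzyme and 100% = substrate without enzyme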
bovine MsrA act: bovine methionine sulfoxide reductase A activation. purified bovine MsrA, absorbance read-out. activation, % at 10.6 µM. 360,000 compounds, 0.3% hits; in the data active = activation above about 7.5%;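 note: 0% = vehicle and 100% = reference activator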
MsrA inhibitor: bovine MsrA inhibition. 360,000 compounds, 0.75% hits. purified bovine MsrA, absorbance read-out. AID 651718. inhibition, % at 15.5 µM; in the data active = inhibition above about 4.5%;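 note: 0% = vehicle wells with enzyme and 100% = reference inhibitor wells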
Rin1 Abl inh: inhibitors of human Rin1-Abl protein interaction; inhibition, % at 7.35 µM; 360,000 compounds, 0.4% hits; AID 588664; P00519+Q13671; TR-FRET Rin1/Abl binding, biochemical; in the data active = inhibition above about 5%, passing the limit was not always enough
Target sequence (P00519 whole entry, looked up): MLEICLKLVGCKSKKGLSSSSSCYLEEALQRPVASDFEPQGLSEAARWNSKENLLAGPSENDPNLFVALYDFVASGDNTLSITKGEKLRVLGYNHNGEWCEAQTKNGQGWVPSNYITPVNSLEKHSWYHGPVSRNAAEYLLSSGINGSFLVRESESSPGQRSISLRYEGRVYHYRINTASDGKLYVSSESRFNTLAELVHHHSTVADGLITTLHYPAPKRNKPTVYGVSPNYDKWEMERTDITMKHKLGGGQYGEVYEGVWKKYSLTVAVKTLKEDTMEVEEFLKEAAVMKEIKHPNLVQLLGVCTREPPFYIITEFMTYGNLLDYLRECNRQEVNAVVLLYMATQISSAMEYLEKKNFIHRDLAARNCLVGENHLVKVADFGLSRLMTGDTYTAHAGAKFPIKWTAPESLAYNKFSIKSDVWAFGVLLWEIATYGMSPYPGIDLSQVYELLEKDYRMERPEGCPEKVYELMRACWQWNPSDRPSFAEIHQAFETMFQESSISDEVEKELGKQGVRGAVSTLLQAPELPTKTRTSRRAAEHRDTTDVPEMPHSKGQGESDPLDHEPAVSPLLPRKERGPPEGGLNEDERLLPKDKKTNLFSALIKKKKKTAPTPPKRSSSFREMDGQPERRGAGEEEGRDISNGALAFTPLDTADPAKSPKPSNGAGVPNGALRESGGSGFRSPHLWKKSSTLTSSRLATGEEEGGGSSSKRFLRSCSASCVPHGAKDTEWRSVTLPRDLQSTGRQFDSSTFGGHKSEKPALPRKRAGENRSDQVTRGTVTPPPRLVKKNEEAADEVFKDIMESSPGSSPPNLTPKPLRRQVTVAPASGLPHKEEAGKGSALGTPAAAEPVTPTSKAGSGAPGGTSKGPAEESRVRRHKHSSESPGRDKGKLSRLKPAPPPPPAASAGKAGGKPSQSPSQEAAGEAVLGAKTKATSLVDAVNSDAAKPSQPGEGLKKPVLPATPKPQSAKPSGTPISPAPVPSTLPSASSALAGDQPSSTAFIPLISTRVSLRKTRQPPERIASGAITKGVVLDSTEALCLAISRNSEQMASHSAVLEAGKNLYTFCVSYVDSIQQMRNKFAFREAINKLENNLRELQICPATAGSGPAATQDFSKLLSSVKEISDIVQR
Target sequence (Q13671 whole entry, looked up): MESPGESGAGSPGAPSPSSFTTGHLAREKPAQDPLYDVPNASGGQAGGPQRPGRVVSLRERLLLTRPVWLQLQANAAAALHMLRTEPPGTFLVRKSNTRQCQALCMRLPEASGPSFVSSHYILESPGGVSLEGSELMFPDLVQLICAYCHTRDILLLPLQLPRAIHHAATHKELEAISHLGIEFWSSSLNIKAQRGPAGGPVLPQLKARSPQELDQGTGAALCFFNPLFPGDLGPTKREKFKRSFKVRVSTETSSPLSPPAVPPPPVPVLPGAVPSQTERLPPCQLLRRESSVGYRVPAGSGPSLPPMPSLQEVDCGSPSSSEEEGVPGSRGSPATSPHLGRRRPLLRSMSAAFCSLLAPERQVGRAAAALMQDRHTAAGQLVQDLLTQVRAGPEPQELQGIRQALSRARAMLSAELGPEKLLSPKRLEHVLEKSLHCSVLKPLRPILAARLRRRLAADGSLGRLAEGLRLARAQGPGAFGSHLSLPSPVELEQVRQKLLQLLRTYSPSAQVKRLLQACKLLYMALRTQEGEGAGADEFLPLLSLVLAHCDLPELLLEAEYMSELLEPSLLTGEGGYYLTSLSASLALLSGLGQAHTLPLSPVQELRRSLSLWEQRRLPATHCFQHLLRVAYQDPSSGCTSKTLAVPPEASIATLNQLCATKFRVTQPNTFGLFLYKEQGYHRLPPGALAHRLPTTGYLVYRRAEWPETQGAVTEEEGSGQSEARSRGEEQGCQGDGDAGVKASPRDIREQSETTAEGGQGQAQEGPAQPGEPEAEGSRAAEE
eLon inh: inhibitors of E. coli Lon protease | purified E. coli Lon protease, fluorescence polarization | inhibition, % at 7.94 µM | 360,000 compounds, 0.42% hits | P0A9M0; in the data active = inhibition above about 13%, passing the limit was not always enough;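 note: 0% = enzyme with probe and DMSO and 100% = no enzyme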
PABP1 MLLE inh: blocks PAM2 peptide binding to the PABP1 MLLE domain; inhibition, % at 20 µM; AID 588489; GST-MLLE / FITC-PAM2 fluorescence polarization; P11940; 360,000 compounds, 0.36% hits; in the data active = inhibition above about 35%, passing the limit was not always enough;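 note: plate controls were DMSO wells with GST-MLLE for no effect and wells lacking GST-MLLE protein for full effect; some results filed as inactive read as strong as hits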
TbMetRS inhib: blocks T. brucei methionyl-tRNA synthetase activity; purified T. brucei MetRS, ATP depletion, Kinase-Glo luminescence; inhibition, % at 11.9 µM; 360,000 compounds, 0.4% hits;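 active = inhibition above a per-plate cutoff of the control wells' mean inhibition plus 3 SD, cut at about 5.5% in these data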;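 note: 0% = DMSO wells median and 100% = median of wells with control inhibitor compound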
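System: purified T. brucei MetRS enzyme / Detection: Kinase-Glo luciferase luminescence reporting remaining unconsumed ATP / Medium: HEPES buffer with MgCl2, KCl, DTT, spermine, BSA, pyrophosphatase / Replication: singlicate, one well per compound / Evaluation: percent inhibition relative to median high and low control wells / Schedule: 2 h aminoacylation at 25 °C after 15 min preincubation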
Neddylation inh: blocks human cullin neddylation. calls only at 25 µM. TR-FRET cullin neddylation, biochemical. 360,000 compounds, 0.58% hits; in the data active = inhibition above about 36%
Numbers without * were called inactive; i = inactive; x = no result given; + = active, no number.

1: Oc1ccc2ccccc2c1/C=N/c1nccs1
2: O=C(/C=C/c1ccc2c(c1)OCCO2)c1ccc(O)cc1
3: Cc1c(C(=O)NC(=S)Nc2cccnc2)cccc1[N+](=O)[O-]
4: CCC1(CC)NC(=O)N(CC(=O)NCc2ccc3c(c2)OCO3)C1=O
5: CS(=O)(=O)N1CCc2cc(C(=O)OCC(=O)c3ccccc3)ccc21
6: CCOC(=O)c1cccc(NS(=O)(=O)c2c(C)[nH]c(=O)[nH]c2=O)c1
7: O=C(Nc1cnccn1)c1cccs1
8: CC1(c2ccc3c(c2)OCCO3)NC(=O)N(CC(=O)Nc2ccccc2)C1=O (configuration not stated)
compound no.	1	2	3	4	5	6	7	8
CSN inh	0	2	-8	1	-1	-2	-5	4
eLon inh	-17	-2	-2	-7	0	5	2	-5
FAS-TE inh	-6	-4	-2	-2	-9	-7	-4	-4
MsrA inhibitor	-0.7	3.3	-1.4	-0.8	0.0	-0.5	0.4	0.7
Neddylation inh	i	i	i	i	i	i	i	i
Rin1 Abl inh	-1	-3	-1	0	-5	-3	3	2
PABP1 MLLE inh	21	7	24	-48	-2	-10	11	2
TbMetRS inhib	-1.0	-0.4	-0.3	0.1	-0.7	0.2	-0.8	-0.2
bovine MsrA act	1	-3	-4	0	-2	-2	-9	-3

Laid out differently: two of the compounds above.
#	compound	CSN inh	eLon inh	FAS-TE inh	MsrA inhibitor	Neddylation inh	Rin1 Abl inh	PABP1 MLLE inh	TbMetRS inhib	bovine MsrA act
4	CCC1(CC)NC(=O)N(CC(=O)NCc2ccc3c(c2)OCO3)C1=O	1	-7	-2	-0.8	i	0	-48	0.1	0
8	CC1(c2ccc3c(c2)OCCO3)NC(=O)N(CC(=O)Nc2ccccc2)C1=O (configuration not stated)	4	-5	-4	0.7	i	2	2	-0.2	-3

More compounds follow.
9: O=C(Nc1ccc(OC(F)(F)F)cc1)C1CCCN(S(=O)(=O)c2cnc[nH]2)C1 (configuration not stated)
10: COc1cc(NS(=O)(=O)c2ccc3c(c2)oc(=O)n3C)cc(OC)c1OC
11: O=C(NCc1ccc(F)cc1)c1cccc(NC2=NC3CS(=O)(=O)CC3S2)c1 (configuration not stated)
12: Cc1nnc(N2CCC(C(=O)NC3CCC(C)CC3)CC2)c2nn(-c3ccc(Cl)cc3)c(C)c12 (configuration not stated)
13: CC1(c2ccccc2)CC(c2ccccc2)=C(C#N)C(=O)N1 (configuration not stated)
14: Oc1ccc(/C=N/N=C(c2ccccc2)c2ccccc2)c(O)c1O
15: NNC(=O)CC12CC3CC(C1)CC(n1ncnn1)(C3)C2
16: C[C@@H]1COC(=O)[C@H](Cc2ccc(F)cc2)CC/C=C/C[C@@H](CC(=O)N[C@@H](CO)Cc2ccccc2)C(=O)N1
compound no.	9	10	11	12	13	14	15	16
CSN inh	-1	-1	0	8	-1	20	-11	-2
eLon inh	1	0	-2	-2	-9	-13	8	7
FAS-TE inh	-38	1	-5	2	-5	20	-10	-16
MsrA inhibitor	x	-1.2	-0.7	x	0.2	1.5	-2.1	0.3
Neddylation inh	i	i	i	+	i	i	i	i
Rin1 Abl inh	1	2	-2	2	-2	21*	-3	2
PABP1 MLLE inh	-3	5	-111	11	5	6	12	-14
TbMetRS inhib	0.2	1.1	-0.4	0.2	-0.4	0.3	0.7	-0.3
bovine MsrA act	-2	-1	-6	-2	0	-5	-3	-4

Shown with two lines to a compound: part of the list above
Every second line gives: CSN inh	eLon inh	FAS-TE inh	MsrA inhibitor	Neddylation inh	Rin1 Abl inh	PABP1 MLLE inh	TbMetRS inhib	bovine MsrA act
(14) Oc1ccc(/C=N/N=C(c2ccccc2)c2ccccc2)c(O)c1O
    20	-13	20	1.5	i	21*	6	0.3	-5
(16) C[C@@H]1COC(=O)[C@H](Cc2ccc(F)cc2)CC/C=C/C[C@@H](CC(=O)N[C@@H](CO)Cc2ccccc2)C(=O)N1
    -2	7	-16	0.3	i	2	-14	-0.3	-4
(10) COc1cc(NS(=O)(=O)c2ccc3c(c2)oc(=O)n3C)cc(OC)c1OC
    -1	0	1	-1.2	i	2	5	1.1	-1
(13) CC1(c2ccccc2)CC(c2ccccc2)=C(C#N)C(=O)N1 (configuration not stated)
    -1	-9	-5	0.2	i	-2	5	-0.4	0
(12) Cc1nnc(N2CCC(C(=O)NC3CCC(C)CC3)CC2)c2nn(-c3ccc(Cl)cc3)c(C)c12 (configuration not stated)
    8	-2	2	x	+	2	11	0.2	-2
(11) O=C(NCc1ccc(F)cc1)c1cccc(NC2=NC3CS(=O)(=O)CC3S2)c1 (configuration not stated)
    0	-2	-5	-0.7	i	-2	-111	-0.4	-6
(9) O=C(Nc1ccc(OC(F)(F)F)cc1)C1CCCN(S(=O)(=O)c2cnc[nH]2)C1 (configuration not stated)
    -1	1	-38	x	i	1	-3	0.2	-2

(listing goes on)
17: O=C(O)CCCc1ccccc1
18: CCNS(=O)(=O)c1ccc(NC(=O)Nc2cc(C)ccc2OC)cc1
19: O=C(O)c1cccnc1Sc1ncnc2sc3c(c12)CCC3
20: COc1ccc(S(=O)(=O)NCC2CCCN(C(=O)CC3CCCC3)C2)cc1 (configuration not stated)
21: CN(C)CCOCCSc1ccc(Cl)cc1
22: O=C1CCN(Cc2cccnc2)CCN1[C@H](CO)c1ccccc1
23: COc1ccccc1C(CNc1ncccc1[N+](=O)[O-])N(C)C (configuration not stated)
24: O=C(CC1NCCNC1=O)Nc1ccc(Oc2ccccc2)cc1 (configuration not stated)
compound no.	17	18	19	20	21	22	23	24
CSN inh	-2	-1	4	-3	-1	1	-2	-2
eLon inh	0	-11	-3	-5	1	1	7	-3
FAS-TE inh	-4	4	-2	0	-3	-12	2	-6
MsrA inhibitor	-1.0	-0.3	1.4	-0.6	-1.6	0.5	1.7	1.8
Neddylation inh	i	i	x	i	i	i	i	i
Rin1 Abl inh	-5	2	-6	2	-2	2	2	-4
PABP1 MLLE inh	-1	2	9	4	0	-11	-3	-1
TbMetRS inhib	-1.5	-1.1	-0.2	-0.9	-0.1	-0.3	-0.6	-0.6
bovine MsrA act	-6	-6	-5	-8	3	-4	-5	-8

25: Clc1ccc(-n2nnnc2-c2cnc(-c3ccccn3)nc2-c2cccs2)cc1
26: COc1ccc(OC)c(NC(=O)C2CCCN2C(=O)OCc2ccccc2)c1 (configuration not stated)
27: Cc1cc(=O)[nH]c(N/N=C/c2ccc(-c3ccc(F)cc3)o2)n1
28: O=C(COC(=O)c1ccc2c(c1)OCCO2)NCc1ccccc1
29: O=C(Nc1ccc(N2CCOCC2)c(Cl)c1)c1ccc(-n2cnnc2)cc1
30: COCCCn1c(C(=O)N2CCOCC2)cc2c(=O)n3ccccc3nc21
31: CCN(Cc1ccccc1)S(=O)(=O)c1c(C)[nH]c(C)c1C(=O)N1CCCCC1
32: Cn1c(=O)c2c3c(sc2n2c(SCC(N)=O)nnc12)CC(C(C)(C)C)CC3 (configuration not stated)
compound no.	25	26	27	28	29	30	31	32
CSN inh	3	-2	2	1	3	6	-4	1
eLon inh	6	3	3	-1	1	-9	-3	2
FAS-TE inh	16	0	-2	-1	-3	3	-4	56*
MsrA inhibitor	2.7	1.2	1.3	-1.4	-0.3	3.3	0.9	1.1
Neddylation inh	i	i	x	i	i	x	i	i
Rin1 Abl inh	-4	0	-2	-3	-1	3	1	-4
PABP1 MLLE inh	5	-5	-5	-2	2	-2	10	-69
TbMetRS inhib	-0.6	-0.9	-1.7	0.6	-0.1	-0.1	-0.3	-1.9
bovine MsrA act	2	-1	-5	1	-4	-8	-1	-11

33: COc1ccc(S(=O)(=O)N(CCc2ccccc2)CC(=O)O)cc1
34: COc1ccc(C(c2sc3nc(C)nn3c2O)N2CCc3ccccc3C2)cc1 (configuration not stated)
35: O=C(NCc1ccccc1)C(c1ccc(F)cc1)N(C(=O)c1csnn1)c1ccccc1 (configuration not stated)
36: O=C(COC(=O)c1c(F)cccc1Cl)NC1CCCC1
37: CC(C)(C)C(=O)c1c(N)[nH]c(C(=O)c2ccccc2)c1-c1cc2ccccc2nc1Cl
38: Cc1ccc(C)c(S(=O)(=O)N2CCN(C(=O)[C@@H]3CCCN3C(=O)c3cccs3)CC2)c1
39: CC(C)Cn1c(-c2cccs2)nc2nc3ccccc3nc21
40: Cc1[nH]c(-c2ccc(F)cc2)cc1C(=O)N1CCN(c2ccccc2F)CC1
compound no.	33	34	35	36	37	38	39	40
CSN inh	-4	0	0	7	1	0	-3	4
eLon inh	9	5	-6	4	0	-5	-5	6
FAS-TE inh	-4	-1	3	-1	-5	-9	8	13
MsrA inhibitor	-1.0	1.5	0.6	0.3	1.1	0.5	1.5	-1.0
Neddylation inh	i	i	i	i	i	i	x	i
Rin1 Abl inh	-3	-3	1	0	x	3	-5	2
PABP1 MLLE inh	0	18	-1	-12	x	11	1	-8
TbMetRS inhib	-0.2	-1.1	-1.5	-0.1	-0.6	-0.3	-0.6	0.3
bovine MsrA act	-1	-6	-11	-5	-4	-1	-3	0

41: O=C(CSc1nnc(CNc2ccc(F)cc2)o1)OC1CCCCC1
42: O=C(/C=C/c1cccs1)N1CCN(c2ccc(F)cc2)CC1
43: COC(=O)c1cc(NC(=O)COC(=O)CCc2c[nH]c3ccccc23)cc(C(=O)OC)c1
44: O=S(=O)(CCc1ccncc1)Cc1ccc2c3c(cccc13)CC2
45: CCCOc1cccc(C2C(C(=O)c3cc4ccccc4o3)=C(O)C(=O)N2c2cc(C)on2)c1 (configuration not stated)
46: CC1=C(C(=O)Nc2ccc(F)cc2)C(c2ccncc2)C2=C(CCCC2=O)N1 (configuration not stated)
47: CC(=O)c1cccc(NC(=O)N2CCCC2C(=O)NCc2ccc(C)cc2)c1 (configuration not stated)
48: O=C(NCC(c1ccco1)N1CCc2ccccc21)c1c(F)cccc1F (configuration not stated)
compound no.	41	42	43	44	45	46	47	48
CSN inh	-6	0	-6	-1	8	-4	-2	3
eLon inh	2	2	-2	-8	-51	-5	-12	-13
FAS-TE inh	6	3	0	1	-5	-7	-11	6
MsrA inhibitor	-0.6	1.2	0.8	-0.8	0.3	0.4	-0.4	-0.8
Neddylation inh	i	i	i	i	+	x	i	i
Rin1 Abl inh	1	-2	1	-2	4	2	0	3
PABP1 MLLE inh	15	-2	-9	-5	-4	15	-21	8
TbMetRS inhib	-0.6	-0.6	-0.5	-0.4	-0.6	-1.4	-0.2	0.2
bovine MsrA act	-6	-3	-2	-1	-3	-13	-3	-2

49: CCOc1ccc(NC(=O)[C@@H]2CCCN2C(=O)c2cccs2)cc1S(=O)(=O)N1CCCCC1
50: CCc1nnc(NC(=O)CSc2nnc(-c3ccoc3C)n2-c2ccc(C)cc2)s1
51: O=c1cc(N2CCc3ccccc3C2)[nH]c(=O)n1-c1ccc(Cl)cc1
52: Cc1c(CC(=O)NCC(=O)NCC(=O)O)c(=O)oc2cc3c(cc12)CCC(C)(C)O3
53: COCCn1c(C)cc(C(=O)COC(=O)CNC(=O)c2ccccc2)c1C
54: O=C(Cn1cccn1)c1ccccc1
55: CC(C)(C)NC(=O)CN(Cc1cccnc1)C(=O)c1csnn1
compound no.	49	50	51	52	53	54	55
CSN inh	-2	6	3	-3	-2	1	-6
eLon inh	1	-5	0	0	-9	0	4
FAS-TE inh	-5	0	-4	-3	-8	-3	-10
MsrA inhibitor	2.3	0.1	0.6	2.9	-0.6	0.2	-0.2
Neddylation inh	i	i	i	x	i	i	i
Rin1 Abl inh	3	0	-4	-1	4	-3	0
PABP1 MLLE inh	1	-84	20	4	7	9	4
TbMetRS inhib	-0.3	0.0	-0.5	-0.5	-1.0	0.0	-0.1
bovine MsrA act	-4	-3	-3	-2	-10	1	-3
